# High-throughput results from PubChem BioAssay.
# GST TR-FRET counter: biotin-GST/anti-GST TR-FRET signal inhibitors, dose response, artefact control for Vif-APOBEC3G degradation inhibitor project, biochemical (AID 1117362). IC50 in µM for hits, for the others inhibition, % at the top dose, mostly 100 µM. TR-FRET counter screen, biotin-GST/anti-GST signal. actives 2.8% (n = 3,600);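 active means inhibition above 30% at one or more concentrations, seen consistently on every test date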;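 further: biotinylated GST protein used in place of GST-Vif 1-94 and biotin-A3G peptide; detects fluorescence quenchers or blockers of GST binding to anti-GST antibody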
# * = called active by the depositor. Only part of the results is shown; the hit share may differ from the screen's.
No. | smiles | GST TR-FRET counter
1 | COc1cc(NC(=O)CCn2c(=O)[nH]c3ccsc3c2=O)cc(OC)c1 | 1.9%
2 | CCC(C)NS(=O)(=O)c1ccc(S(=O)(=O)N(CC(=O)Nc2ccccc2)CC2CCCO2)cc1 (centres undefined) | 6.2%
3 | N#Cc1ccccc1S(=O)(=O)N1CCN(C(=O)CN2CCCC2c2cccs2)CC1 (centres undefined) | -4.7%
4 | COc1cc2ccccc2cc1C(=O)N1CCN(c2ccccc2O)CC1 | -1.6%
5 | CC(C)CN(C(=O)CN1CCN(S(=O)(=O)c2ccccc2)CC1)c1c(N)n(CC(C)C)c(=O)[nH]c1=O | 0.4%
6 | CC(C)C(NC(N)=O)C(=O)NC1CCCCC1 (centres undefined) | 0.2%
7 | COc1ccccc1N(C)S(=O)(=O)c1ccc(C(=O)NC(C)(C)C)cc1 | 5.3%
8 | COc1ccc(CC(=O)Nc2ccc(-c3csc(C)n3)cc2)cc1 | -1.8%
9 | O=C(O)c1ccc(N2C(=O)c3cccnc3C2=O)cc1 | 1.1%
10 | CN(C)[C@H]1N(C(=O)c2ccc(Br)cc2)N=C2c3ccccc3S(=O)(=O)N21 | -2.0%
11 | COc1ccccc1CNCC(=O)Nc1ccc(N2CCOCC2)cc1 | 3.5%
12 | COc1ccc(S(=O)(=O)N(CC(=O)O)c2ccccn2)cc1 | -2.2%
13 | Cc1ccc(-c2csc(NC(=O)Cc3cccs3)n2)cc1C | -2.1%
14 | Cc1cccc(OCCC(=O)Nc2c(C)n(C)n(-c3ccccc3)c2=O)c1 | -2.7%
15 | CC1CN(C(=O)COC(=O)Cc2ccc(Cl)cc2)CC(C)O1 (centres undefined) | 3.2%
16 | CN=c1scc(-c2cccs2)n1/N=C/c1ccc(O)c(O)c1O | 13%
17 | COC(=O)C1=C(N)Oc2cc(C)n(Cc3cccnc3)c(=O)c2C1c1cccc(OC)c1OC (centres undefined) | 4.1%
18 | COC(=O)C1=C(C)NC(=O)NC1c1ccc2c(c1)OCO2 (centres undefined) | -1.6%
19 | O=C(NNC(=O)c1ccccc1O)c1cc2ccccc2o1 | 2.9%
20 | O=C(CCCc1c[nH]c2ccccc12)NCc1ccc2c(c1)OCO2 | 0.2%
21 | COC(=O)CCCC(=O)Nc1c(F)c(F)c(F)c(F)c1F | -2.6%
22 | O=C(O)c1ccc(Sc2nnnn2-c2ccccc2)c([N+](=O)[O-])c1 | 8.8%
23 | Cn1cccc1C(=O)NC(=O)COC(=O)CC12CC3CC(CC(Br)(C3)C1)C2 | 4.3%
24 | C=CCn1cc(-c2ccccc2)cc(C#N)c1=O | 1.6%
25 | O=C(Nc1ccc(Br)cn1)C1CCN(S(=O)(=O)c2cccs2)CC1 | -2.6%
26 | CCc1noc(N)c1C(=O)Nc1ccc(F)c(Cl)c1 | 5.4%
27 | Cc1ccccc1SCc1noc(C(=O)NC(C)C)c1C(=O)O | 5.8%
28 | Cc1ccc(Nc2ccc(N)cc2S(=O)(=O)O)cc1 | 2.4%
29 | CC(=NNC(=S)SCc1ccccc1)c1ccccn1 | -4.1%
30 | N#Cc1nc(Cc2cccc3ccccc23)oc1NCc1ccc(F)cc1 | 0.8%
31 | COCCN=c1scc(-c2cccs2)n1/N=C/c1ccc(O)c(O)c1O | 13%
32 | Clc1ccc(-c2cn3cccnc3n2)cc1Cl | -2.9%
33 | Cc1ccccc1CS(=O)(=O)Cc1ccc(C(=O)N2CCOCC2)o1 | -4.7%
34 | CCC(Cc1ccccc1)NC(=O)C1CCN(S(=O)(=O)c2c(C)noc2C)CC1 (centres undefined) | 1.8%
35 | O=C(Cc1ccc2c(c1)OCCO2)N1CCN(S(=O)(=O)c2cccs2)CC1 | 1.4%
36 | CCOc1ccc(-n2c(C)nc(O)c2N=Nc2ccccc2)cc1 | 3.2%
37 | CC1CC(C)CN(C(=O)COC(=O)CNS(=O)(=O)/C=C/c2ccccc2)C1 (centres undefined) | 0.0%
38 | Cc1cc(C)c(C(=O)/C=C/c2ccco2)c(=O)[nH]1 | 2.1%
39 | CCC(CC)NC(=O)Nc1ccc(F)cc1F | -3.9%
40 | O=C(NCc1ccco1)c1ccc2snnc2c1 | -1.5%

# A different layout for some results above:
(22) O=C(O)c1ccc(Sc2nnnn2-c2ccccc2)c([N+](=O)[O-])c1
  GST TR-FRET counter = 8.8%

(23) Cn1cccc1C(=O)NC(=O)COC(=O)CC12CC3CC(CC(Br)(C3)C1)C2
  GST TR-FRET counter = 4.3%

(24) C=CCn1cc(-c2ccccc2)cc(C#N)c1=O
  GST TR-FRET counter = 1.6%

(25) O=C(Nc1ccc(Br)cn1)C1CCN(S(=O)(=O)c2cccs2)CC1
  GST TR-FRET counter = -2.6%

# The results go on.
No. | smiles | GST TR-FRET counter
41 | Cc1onc(-c2ccccc2)c1CNC(=O)C1COc2ccccc2O1 (centres undefined) | 1.7%
42 | CC(C)(C)c1cc(N/C=C\c2nnnn2-c2ccc(Br)cc2)no1 | 0.2%
43 | O=C(COc1ccc(F)cc1)Nc1ccc(-n2cnnn2)cc1 | -1.4%
44 | Cc1ccc2c(c1)N=C(c1ccc(Cl)cc1)CO2 | 6.5%
45 | CCN(CC)CCNC(=O)Cc1c(C(=O)O)n(C)c2ccccc12 | -0.4%
46 | CCCCCOC(=O)C1=C(C)Nc2nnnn2C1c1ccccc1Cl (centres undefined) | -0.1%
47 | CCCCN(CCCC)S(=O)(=O)c1ccc(NC(=O)Cc2cccs2)cc1 | -2.3%
48 | Cc1ccc(N/N=C/c2c(C)c(C#N)c(=O)n(C)c2O)cc1C | 2.4%
49 | O=C(NCc1cn2ccccc2n1)c1ccc2c(c1)OCO2 | -1.7%
50 | O=C(CSc1nc(-c2ccco2)cc(C(F)(F)F)n1)N1CCc2ccccc2C1 | -1.1%
51 | CCOC(=O)C1CCN(C(=O)C2CCN(c3nc4ccc(OC)cc4s3)CC2)CC1 | 6.2%
52 | CC1C/C(=C/c2ccco2)C(=O)/C(=C/c2ccco2)C1 (centres undefined) | 11%
53 | CC(Cc1c[nH]c2ccccc12)C(=O)NCc1ccco1 (centres undefined) | 1.1%
54 | CCOc1cccc(=O)c2c(C)n(-c3ccc(C(=O)O)cc3)c(C)c12 | -0.3%
55 | Cc1ccc(CNC(=O)C2CCCN(S(=O)(=O)c3cnc[nH]3)C2)cc1 (centres undefined) | 2.9%
56 | CCOC(=O)C(C(=O)OCC)c1cc(Br)c2noc3c2c1C(=O)c1ccccc1-3 | -1.6%
57 | CCOc1ccc(N(CC(=O)Nc2ccccc2C(=O)NCc2ccco2)S(C)(=O)=O)cc1 | 13%
58 | S=C(NCc1ccccn1)Nc1ccc(Cl)c(Cl)c1 | 3.3%
59 | CNc1ccc(Br)cc(C(=O)/C=C/c2ccc(OC)cc2OC)c1=O | 3.6%
60 | CCOC(=O)C(=O)Cc1cccnn1 | >100µM*
61 | O=C(CSc1nnc(-c2cccnc2)n1Cc1ccco1)c1ccc(Br)cc1 | -2.6%
62 | O=C(O)CCCCC1SCC2NC(=O)NC21 (centres undefined) | 0.85µM*
63 | NC(CO)C(=O)NNCc1ccc(O)c(O)c1O (centres undefined) | 9.0%
64 | COc1ccc(Nc2nc3ccccc3nc2-n2nc(C)cc2C)cc1 | 1.0%
65 | COc1ccc(-c2nnc(-c3ccc(N)cc3)o2)cc1 | 1.0%
66 | CC1(C)Cc2c(c(=S)nc(-c3ccccc3)n2CCCN2CCOCC2)CO1 | 1.6%
67 | CC(C)NC(=O)c1ccc(COCC(F)(F)C(F)F)cc1 | -4.7%
68 | CN(C(=S)Nc1cccnc1)c1ccc(O)cc1 | >100µM*
69 | CC1(C)CC(=O)C(N=Nc2ccc(Br)cc2)=C(O)C1 | -2.6%
70 | Cc1ccc(N2C(=O)[C@@H]3[C@H](C2=O)[C@H]2C=CC=NN2[C@@H]3C(=O)Nc2ccc(Cl)cc2)cc1 | 0.9%
71 | COc1ccc(NS(=O)(=O)c2cc(N=Nc3c(O)[nH]c(=O)[nH]c3=O)ccc2Cl)cc1 | 1.1%
72 | CCCNC(=O)c1ccccc1NC(=O)c1ccc(CSc2ccccc2)cc1 | 1.7%
73 | CCOC(=O)C1(C)NC(c2ccco2)C2C(=O)N(CC)C(=O)C21 (centres undefined) | 0.2%
74 | COCCSc1nnc(NC(=O)Cc2ccccc2OC)s1 | -28%
75 | COc1ccc2cc(C(c3nnnn3C3CCCC3)N3CCc4ccccc4C3)c(=O)[nH]c2c1 (centres undefined) | -0.3%
76 | O=C1c2ccccc2C(=O)N1CCc1csc(-c2ccc(F)cc2)n1 | -1.7%
77 | CC(=O)c1cccc(NC(=O)CC2Oc3ccc(C)cc3NC2=O)c1 (centres undefined) | 2.3%
78 | O=C(O)/C=C/C(=O)NNc1ncnc2ccccc12 | 8.8%
79 | CCNC(=O)NC(=O)C(C)OC(=O)c1oc2ccc(OCC)cc2c1C (centres undefined) | -3.6%
80 | Cn1nc(C(=O)OCC(=O)N2CCc3ccccc32)c2ccccc2c1=O | 9.9%

# Part of the list above in order of formula weight, high to low:
No. | smiles | GST TR-FRET counter
70 | Cc1ccc(N2C(=O)[C@@H]3[C@H](C2=O)[C@H]2C=CC=NN2[C@@H]3C(=O)Nc2ccc(Cl)cc2)cc1 | 0.9%
72 | CCCNC(=O)c1ccccc1NC(=O)c1ccc(CSc2ccccc2)cc1 | 1.7%
66 | CC1(C)Cc2c(c(=S)nc(-c3ccccc3)n2CCCN2CCOCC2)CO1 | 1.6%
77 | CC(=O)c1cccc(NC(=O)CC2Oc3ccc(C)cc3NC2=O)c1 (centres undefined) | 2.3%
73 | CCOC(=O)C1(C)NC(c2ccco2)C2C(=O)N(CC)C(=O)C21 (centres undefined) | 0.2%
67 | CC(C)NC(=O)c1ccc(COCC(F)(F)C(F)F)cc1 | -4.7%
68 | CN(C(=S)Nc1cccnc1)c1ccc(O)cc1 | >100µM*

# Other records
no.	SMILES	GST TR-FRET counter
81	CN(C(=O)COc1ncnc2sccc12)c1ccccc1	4.9%
82	CC(Oc1ccc(Cl)cc1)C(=O)Nc1ncccn1 (centres undefined)	-3.9%
83	COc1ccc(CCN2CC(C(=O)NCC(c3ccccc3)N(C)C)CC2=O)cc1OC (centres undefined)	1.5%
84	NC1=NC(=O)/C(=C\c2ccco2)S1	11%
85	Cc1cc(O)c(-c2n[nH]c3c2C(c2cccc(O)c2)N(Cc2cccnc2)C3=O)cc1Cl (centres undefined)	2.7%
86	CCOC(=O)c1c(C)[nH]c(C(=O)COC(=O)CN2C(=O)C3CCCCC3C2=O)c1C (centres undefined)	0.2%
87	CCc1c(C(=O)NCc2ccccc2Cl)[nH]c(C)c1C(C)=O	3.6%
88	CC1=C(C(=O)NCc2ccco2)C2(CCC(C)CC2)OC1=O (centres undefined)	-0.8%
89	CCCc1nc2ccccc2c(C(=O)OCC(=O)N2CCc3ccccc32)c1CC	-2.0%
90	Cc1ccc(CCNC(=O)C2CCC(=O)N2C2CCCC2)cc1 (centres undefined)	-1.8%
91	O=S(=O)(N1CCOCC1)N1CCCN(S(=O)(=O)N2CCOCC2)CC1	2.2%
92	CCC(C)NS(=O)(=O)c1ccc(NS(=O)(=O)c2ccc(F)cc2)cc1 (centres undefined)	4.6%
93	CCSC1=C(C#N)C(c2cccs2)C(C(=O)OC)=C(C)N1 (centres undefined)	-2.0%
94	CCC(C)NC(=O)CSc1ccc(S(=O)(=O)N2CCN(Cc3ccccc3)CC2)cn1 (centres undefined)	11%
95	COC(=O)c1cnn2c(C(F)(F)F)cc(-c3ccco3)nc12	2.2%
96	COc1ccccc1NC(=O)CSc1nnc(C)n1CCc1ccccc1	4.7%
97	C/C(=N\NC(=O)c1ccc(NS(=O)(=O)c2cccs2)cc1)c1ccccc1	2.4%
98	Cc1cccc(/C=C(\C(=O)O)c2ccc(S(=O)(=O)N3CCCC3)s2)c1	4.9%
99	Cc1noc(C)c1C(=O)N1CCN(c2ncccn2)CC1	1.8%
100	CCn1cc(C(=O)N2CCOCC2)c(=O)c2cc(S(=O)(=O)N(C)C3CCCCC3)ccc21	4.1%
101	Cc1ccc(NC(=O)CN2C(=O)N/C(=C/c3ccco3)C2=O)cc1	1.0%
102	CN1CCN(CCCNC(=O)C2CC(=O)N(C3CCCCC3)C2)CC1 (centres undefined)	1.7%
103	C=CC(=O)N1C/C(=C/c2ccc(F)cc2)C(=O)/C(=C\c2ccc(F)cc2)C1	0.5%
104	COC(=O)COn1c(-n2nc(C)cc2C)nc2ccccc2c1=O	-0.1%
105	O=C(Nc1ccc2c(c1)OCCO2)N1CCN(c2ccccc2)CC1	5.0%
106	Cc1cc(C(=O)CSc2nnnn2-c2ccccc2)c(C)n1CC1CCCO1 (centres undefined)	-1.1%
107	C/C(=N\NC(=O)c1cnccn1)c1ccc([N+](=O)[O-])cc1	-0.6%
108	CCNC(=O)COC(=O)c1cc(-c2ccco2)nc2ccccc12	9.0%
109	CCc1cc2c(=O)n(-c3ccc(C)cc3)cnc2s1	0.3%
110	CCN(CC)CCN1C(=O)c2ccccc2NC1c1ccc(N(C)C)cc1 (centres undefined)	6.6%
111	COc1ccc(C(C(C(=O)c2cccs2)N2CCOCC2)N2CCOCC2)cc1OC (centres undefined)	3.7%
112	CN(Cc1ccccc1)C(=O)c1cccc(N2C(=O)NC3CC2(C)Oc2ccccc23)c1 (centres undefined)	2.8%
113	O=C(Nc1nnc(C2CCCO2)s1)c1cccs1 (centres undefined)	-1.4%
114	O=C(CSc1nc(N2CCCCC2)nc(N2CCCCC2)n1)N1CCc2ccccc21	-3.0%
115	O=C(c1coc(=O)c(Br)c1)N1CCCc2ccccc21	7.2%
116	CC(=O)C1=C(O)C(=O)N(Cc2ccco2)C1c1ccc(F)cc1 (centres undefined)	3.1%
117	CC(C)(C)NC(=O)CSc1nnc(-c2ccncc2)n1Cc1ccccc1	1.0%
118	COc1cc(Cc2cnc(N)nc2N)cc(OC)c1OC	3.4%
119	COc1ccc(CCN(C)C(=O)COC(=O)/C=C/c2ccc(C)o2)cc1OC	-1.1%
120	COc1ccc(Nc2nc(N)nc(CSC(=S)N3CCN(c4ccccc4)CC3)n2)cc1	6.4%
121	CN(C)c1ccc(NC(=O)Nc2cccc(Cl)c2)cc1	12%
122	COc1ccc(S(=O)(=O)Nc2cc(SCC(=O)O)c(O)c3ccccc23)cc1	1.3%
123	Cc1ccc(C2CC(c3cccc(Cl)c3)n3nc(N)nc3N2)cc1 (centres undefined)	2.8%
124	O=C(Nc1ccc2nc(-c3ccccc3)[nH]c2c1)c1cccs1	2.8%
